High-throughput results deposited in PubChem by Broad Institute.
SIRT5 inh = sirtuin-5 (human) deacylase inhibition. Q9NXA8. Purified SirT5, succinyl-peptide AMC, trypsin-coupled fluorescence. inhibition, % at 15 µM. actives 1.1% (n = 330,000). AID 652115; in the data active = inhibition above about 15%; inconclusive = no clear call, values can overlap the other calls
Target sequence (Q9NXA8 whole entry, looked up): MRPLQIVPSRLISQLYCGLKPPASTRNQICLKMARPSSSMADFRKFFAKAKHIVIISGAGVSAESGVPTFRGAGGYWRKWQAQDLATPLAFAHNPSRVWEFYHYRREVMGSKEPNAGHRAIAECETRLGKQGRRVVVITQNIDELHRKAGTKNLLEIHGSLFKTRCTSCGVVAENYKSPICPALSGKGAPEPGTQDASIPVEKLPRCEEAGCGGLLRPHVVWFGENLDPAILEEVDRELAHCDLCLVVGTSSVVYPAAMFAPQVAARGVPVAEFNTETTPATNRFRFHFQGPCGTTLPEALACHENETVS
ERAP1 HTS inh = blocks human ERAP1 aminopeptidase activity; actives 0.15% (n = 340,000); recombinant ERAP1, Leu-AMC fluorescence, 60 min; AID 652197; inhibition, % at 10.7 µM;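 active = mean replicate inhibition of at least 30%, or all replicates individually reaching that 30% level; inactive = mean below 30% and not every replicate reaching it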;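 note: 0% = neutral control wells and 100% = L-leucinethiol positive control wells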
DENV2 CPE = inhibitors of DENV2 cytopathic effect. DENV2-infected cells, cytopathic effect rescue, plate reader. CPE inhibition, % at 9.99 µM. actives 1.7% (n = 350,000). AID 651640; in the data active = CPE inhibition above about 20%, passing the limit was not always enough; inconclusive = no clear call, values can overlap the other calls; tested in BHK-21 cells;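 note: 0% = median of neutral control wells and 100% = median of positive control wells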
Casp6 inh = blocks human caspase-6 cleavage activity. inhibition, % at 12.5 µM. actives 0.53% (n = 350,000). AID 686996. purified caspase-6, Z-VEID-R110 cleavage fluorescence. P55212;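 active = mean inhibition across replicates at least about 35%, with every replicate also reaching that limit, limit read from the data; inconclusive = only one of the two criteria met; inactive = neither criterion met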;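 note: 0% = median of neutral control wells and 100% = no fluorescence left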
Target sequence (P55212 24-179 limits assumed): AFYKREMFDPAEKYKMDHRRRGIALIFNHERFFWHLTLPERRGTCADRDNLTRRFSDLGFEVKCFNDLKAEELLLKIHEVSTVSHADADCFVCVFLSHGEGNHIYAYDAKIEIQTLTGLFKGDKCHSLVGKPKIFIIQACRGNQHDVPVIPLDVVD
Target sequence (P55212 194-293 limits assumed): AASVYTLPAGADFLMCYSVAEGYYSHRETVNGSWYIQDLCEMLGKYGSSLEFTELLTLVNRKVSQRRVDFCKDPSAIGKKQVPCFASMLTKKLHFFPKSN
miR122 inh = miR-122 inhibition in Huh7 cells; Huh7 miR-122 Renilla luciferase sensor, 48 h; neutral wells = 0, positive control = 100; activation (reporter increase), % at 12.5 µM; actives 0.3% (n = 340,000); AID 602342;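 active = mean replicate activation score at least 90 and every replicate individually at or above 90; inconclusive = only one of the two criteria met; inactive = neither criterion met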;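 note: higher luciferase means less miR-122 activity so hits act as miR-122 inhibitors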
F508del corr = CFTR F508del correction in bronchial cells | CFBE cells, YFP halide quenching; stimulated with forskolin plus potentiator P3; % fluorescence drop versus neutral controls | activity (quench increase), % at 7.58 µM | actives 0.36% (n = 350,000) | AID 720511;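 active = mean added fluorescence quench of at least 8% versus neutral control, with both replicates also reaching 8%; inconclusive = only one of the mean or replicate conditions met; inactive = mean below 8% and not both replicates reaching 8%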;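 note: cells transiently co-express mutant CFTR-F508del with the halide-sensitive YFP; corrector assay measuring rescue of mutant channel to the surface after 24 h compound exposure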
ERp5 inh = ERp5 (human) disulfide isomerase inhibition; Q15084; ERp5 insulin aggregation, absorbance 650 nm, 90 min; inhibition, % at 9.99 µM; actives 0.05% (n = 350,000);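 active = mean replicate inhibition above about 25%, with every replicate also reaching it, limit read from the data, passing the limit was not always enough; inconclusive = only one of those two criteria met; inactive = neither criterion met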
Numbers without * were called inactive; ? = inconclusive; . = no result given; & = joins results of further samples; [ ] = remark or other dose.

SMILES	SIRT5 inh	ERAP1 HTS inh	DENV2 CPE	Casp6 inh	miR122 inh	F508del corr	ERp5 inh
CCOC(=O)[C@H]1[C@H]2COc3ccc(C)cc3[C@@H]2N2C(=O)c3ccccc3NC(=O)[C@@]12C	.	.	-9	2	-4	1.1	2
Cc1ccc(S(=O)(=O)N(C)C[C@@H]2Oc3ccc(NC(=O)Nc4ccc(F)cc4)cc3C(=O)N([C@H](C)CO)C[C@@H]2C)cc1	-2	2	-18	-2	18[16.7 µM]	-1.9	-3
CCCNC(=O)N(C)C[C@@H]1Oc2ncc(/C=C/c3ccccc3)cc2C(=O)N([C@H](C)CO)C[C@@H]1C	-8	-2	-13	-3	-2[16.7 µM]	0.2	0
C[C@H]1CN(C2CCCCC2)C(=O)[C@@H]1CC(=O)Nc1ccc(Br)cc1	-6	0	-1	-2	0	-1.2	-3
Cc1noc(C)c1NC(=O)N(C)C[C@@H]1Oc2c(NS(=O)(=O)c3cn(C)cn3)cccc2C(=O)N([C@@H](C)CO)C[C@@H]1C	-2	1	-1	2	-10[16.7 µM]	-0.7	-1
COc1ccc(C2=NN(C(=O)CSC3=NN4CCCC(=O)N=C4S3)C(c3cccc(OC)c3OC)C2)cc1 (configuration not stated)	9	1	-3	3	-12	-3.8	-3
CCS(=O)(=O)C1=NN2C(=N)/C(=C\c3ccc(OC(=O)c4ccco4)c(OC)c3)C(=O)N=C2S1	10	4	-3	12	-6	-1.4	1
O=C(NC[C@@H]1CCCO1)c1cccc2c1C(=O)c1ccc(Cl)cc1S2(=O)=O	-1	1	12	-2	6	2.7	-7
O=C(CNC(=O)c1nc[nH]c1C(=O)N1CCN(c2ccccc2)CC1)OCc1ccccc1	.	.	13	-1	4	1.2	-6
O=C(COC(=O)C(c1ccccc1)c1ccccc1)NCc1ccco1	-2	12	-8	7	.	.	2
CCN(CC)C(CNS(=O)(=O)c1ccc(Cl)cc1)c1ccccc1 (configuration not stated)	1	0	1	-2	4	1.0	4
Cc1ccccc1C(=O)Nc1cc(C(F)(F)F)ccc1-n1cncn1	1	1	1	-2	-3	2.9	16
CCC(=O)N(C)C[C@@H]1Oc2cc(C#CC3CCCCC3)ccc2S(=O)(=O)N([C@@H](C)CO)C[C@@H]1C	3	-2	-8	1	33[16.7 µM]	-1.8	-4
CCC(=O)N(C)C[C@@H]1Oc2cc(C#Cc3cccnc3)ccc2S(=O)(=O)N([C@H](C)CO)C[C@H]1C	0	-8	-2	-2	2[16.7 µM]	0.8	-1
O=[N+]([O-])c1cc(S(=O)(=O)Nc2ccccc2)ccc1N1CCN(c2ccccc2)CC1	-2	0	.	1	.	1.0	7
CCc1ccc(CN2CCN(C(=O)c3ccco3)CC2)cc1	-8	2	2	4	-3	-0.3	-1
CC(C)NC(=O)Nc1ccc2c(c1)C(=O)N(C)[C@H]1CC[C@@H](CC(=O)NC3CCCCC3)O[C@@H]1CO2	.	.	0	.	0[16.7 µM]	-0.6	.
CCCNC(=O)N1[C@H](C#N)[C@H](c2ccc(-c3ccc(C(=O)N(C)C)cc3)cc2)[C@H]1CO	6	-4	?	1	.	2.5	2
Cc1cc(C)c(S(=O)(=O)Nc2ccnc(-c3cccnc3)n2)c(C)c1	-2	-3	4	-3	-10	-0.1	0
NC(=O)N/N=C/c1c(F)cccc1F	-7	3	9	2	-4	.	1
O=S(=O)(NCc1csc(-c2cccs2)n1)c1cccc(C(F)(F)F)c1	.	.	-4	0	0	-2.3	-6
O=S(=O)(c1ccccc1)[C@@]1(c2ccccc2)C[C@@H]2ON=C(c3cccc(Br)c3)[C@@H]2C1	.	4	.	-3	-9	4.8	5
Fc1cc2[nH]cnc2cc1Cl	2	0	1	-3	.	-0.5	7
Cc1ccc2nc3c(c(C(=O)OCC(=O)N(C)C4CCS(=O)(=O)C4)c2c1)CCCC3 (configuration not stated)	-4	1	-2	2	.	-1.5	-8

A different layout for part of the listing above.
Results follow in this order: SIRT5 inh	ERAP1 HTS inh	DENV2 CPE	Casp6 inh	miR122 inh	F508del corr	ERp5 inh
O=[N+]([O-])c1cc(S(=O)(=O)Nc2ccccc2)ccc1N1CCN(c2ccccc2)CC1
    -2	0	.	1	.	1.0	7
CC(C)NC(=O)Nc1ccc2c(c1)C(=O)N(C)[C@H]1CC[C@@H](CC(=O)NC3CCCCC3)O[C@@H]1CO2
    .	.	0	.	0[16.7 µM]	-0.6	.
CCCNC(=O)N1[C@H](C#N)[C@H](c2ccc(-c3ccc(C(=O)N(C)C)cc3)cc2)[C@H]1CO
    6	-4	?	1	.	2.5	2
CCc1ccc(CN2CCN(C(=O)c3ccco3)CC2)cc1
    -8	2	2	4	-3	-0.3	-1
NC(=O)N/N=C/c1c(F)cccc1F
    -7	3	9	2	-4	.	1
CCC(=O)N(C)C[C@@H]1Oc2cc(C#CC3CCCCC3)ccc2S(=O)(=O)N([C@@H](C)CO)C[C@@H]1C
    3	-2	-8	1	33[16.7 µM]	-1.8	-4

Following part:
SMILES	SIRT5 inh	ERAP1 HTS inh	DENV2 CPE	Casp6 inh	miR122 inh	F508del corr	ERp5 inh
C[C@H]1CN([C@@H](C)CO)C(=O)Cc2cc(NC(=O)C3CCCCC3)ccc2O[C@@H]1CN(C)Cc1ccc(C(=O)O)cc1	0	-1	17	2	-2[16.7 µM]	-1.0	-3
CN1C(C(=O)c2ccccc2)=C(N)c2ccccc2S1(=O)=O	7	1	4	.	.	0.3	1
Cc1ccccc1-c1ccc2c(c1)O[C@H](CN(C)Cc1ccc(C(=O)O)cc1)[C@@H](C)CN([C@@H](C)CO)S2(=O)=O	5	9	0	7	-26[16.7 µM]	-4.3	-1
CSCC[C@H](NS(=O)(=O)c1ccc(C(C)=O)cc1)c1nnc2ccccn12	0	0	4	37*	1	1.0	1
CC(C)(C)OC(=O)C[C@H]1C/C=C\C[C@H](CC(=O)N[C@H](CO)Cc2ccccc2)C(=O)N2CCC[C@@H]2COC1=O	-4	-4	-1	-2	0	3.9	7
COc1ccc(N2C(=O)CSC23C(=O)N2c4c(cccc43)C(C)=CC2(C)C)cc1 (configuration not stated)	6	0	0	5	-4	-3.5	1
CCCN(CCC)C(=O)c1cc2c(=O)n3cccc(C)c3nc2s1	-28	-8	-2	-3	.	2.3	2
Cc1c(-c2ccccc2)nc(N)c(C#N)c1-c1cccnc1	3	4	-3	-1	.	4.0	-1
CN1C(=O)/C(=C/C=C2/CCCN2C)N(C)C1=S	-2	6	0	-10	-1	4.8	2
Fc1ccc(-c2csc(-c3ccc(C4SCCS4)cc3)n2)cc1F	-1	-1	38*	2	.	-1.6	4
O=C(c1ccccn1)N1CC(=O)N2[C@H](C1)[C@H](c1ccc(C#Cc3ccccc3)cc1)[C@@H]2CO	0	3	0	0	.	-1.4	-5
Cc1c([N+](=O)[O-])cc(S(=O)(=O)Nc2ccncc2)cc1[N+](=O)[O-]	2	-3	7	8	30	0.8	0

Ordered by formula weight (smallest number first): some entries from above.
SMILES	SIRT5 inh	ERAP1 HTS inh	DENV2 CPE	Casp6 inh	miR122 inh	F508del corr	ERp5 inh
CN1C(=O)/C(=C/C=C2/CCCN2C)N(C)C1=S	-2	6	0	-10	-1	4.8	2
Fc1ccc(-c2csc(-c3ccc(C4SCCS4)cc3)n2)cc1F	-1	-1	38*	2	.	-1.6	4
CSCC[C@H](NS(=O)(=O)c1ccc(C(C)=O)cc1)c1nnc2ccccn12	0	0	4	37*	1	1.0	1
C[C@H]1CN([C@@H](C)CO)C(=O)Cc2cc(NC(=O)C3CCCCC3)ccc2O[C@@H]1CN(C)Cc1ccc(C(=O)O)cc1	0	-1	17	2	-2[16.7 µM]	-1.0	-3

(next part)
SMILES	SIRT5 inh	ERAP1 HTS inh	DENV2 CPE	Casp6 inh	miR122 inh	F508del corr	ERp5 inh
COc1ccc(OC)c(/C=c2\sc3nc(-c4cccs4)nn3c2=O)c1	2	1	.	1	4	.	-9
O=C(C[C@@H]1CC[C@@H](NC(=O)c2cnccn2)[C@H](CO)O1)NCc1ccccc1F	-1	2	?	-4	-10[16.7 µM]	1.7	-7
Cc1ccc(/C=N/Nc2cc(C)nc(NCc3ccccc3)n2)cc1	0	.	-8	-2	.	0.1	1
Cc1ccc(CN(C)C[C@H]2OCc3cnnn3CCCC(=O)N([C@H](C)CO)C[C@@H]2C)cc1	-1&-4	1&0	?	-6&0	0&-2[16.7 µM]	-0.1&2.7&0.7	0&-8
CO[C@H](CN(C)C(=O)C1CCOCC1)[C@@H](C)CN([C@@H](C)CO)S(=O)(=O)c1ccccc1	0	-1	1	-2	.	1.2	-2
Cn1cc(CN2CCC(C(=O)Nc3ccc(Oc4ccccc4F)cc3)CC2)cn1	-2	1	9	-6	-5	-3.5	3
C[C@@H]1CN([C@H](C)CO)C(=O)Cc2cc(NS(=O)(=O)c3cccs3)ccc2O[C@@H]1CN(C)Cc1ccccc1	5	1	-8	1	8[16.7 µM]	0.6	10
CCCCCCCc1nc2sc3c(c2c(=O)n1N)CC(C)(C)OC3	-2	0	-3	-5	4	1.4	-2
O=C1CNC[C@H]2[C@@H](c3ccc(C#Cc4cccnc4)cc3)[C@@H](CO)N12	-3	-5	?	-1	.	-2.1	-6
O=CN1CCN(C(=O)c2cccc([N+](=O)[O-])c2)CC1	2	0	5	0	.	2.5	2
COc1ccc(OC)c(N(CC(=O)NCCc2ccc(OC)c(OC)c2)S(=O)(=O)c2ccccc2)c1	-4	0	18	2	-1	0.1	-14
C[C@H]1CN([C@@H](C)CO)C(=O)Cc2cc(NC(=O)Nc3ccc(F)cc3)ccc2O[C@H]1CN(C)Cc1ccccc1	6	0	-7	-1	-5[16.7 µM]	-0.3	4
COc1ccc(-c2nc3c(s2)CCc2onc(-c4ccc(Br)cc4)c2-3)cc1	.	1	4	3	-10	3.8	-1
CC(C)CN(C(=O)c1cc([N+](=O)[O-])cc([N+](=O)[O-])c1)C1CCS(=O)(=O)C1 (configuration not stated)	8	0	15	3	-3	-1.0	-6
CCc1cc(=O)oc2c3c(cc(OCC(=O)NCCCn4ccnc4)c12)OC(C)(C)CC3	.	.	?	-4	15	6.4	3
COc1ccc(S(=O)(=O)N2CCOCC2)cc1NC(=O)Cc1cccs1	-1	2	0	-1	2	1.8	1
O=C(C[C@H]1C[C@H]2c3cc(NC(=O)C4CCOCC4)ccc3O[C@H]2[C@@H](CO)O1)NCc1ccccn1	1	-1	-1	4	5[16.7 µM]	1.3	-8
CCOc1ccccc1NC(=O)CCCNC(=O)Cn1cnc2sc(C)c(C)c2c1=O	-3	2	-4	-4	-2	-0.2	-1
O=C(C1CCCC1)N1CC(=O)N2[C@@H](CO)[C@H](c3ccc(-c4ccccc4F)cc3)[C@@H]2C1	0	4	5	3	.	-1.4	-7
Cc1ccc(C(=O)Nc2nc3ccccc3[nH]2)cc1	-5	-2	3	17	53	2.5	3
